# Bioassay records: PubChem, Broad Institute
# F508del corr: correctors of CFTR F508del function in bronchial epithelial cells. CFBE cells, YFP halide quenching; stimulated with forskolin plus potentiator P3; % fluorescence drop versus neutral controls. activity (quench increase), % at 7.58 µM. hit rate 0.36% among 350,000. AID 720511;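 active means mean added fluorescence quench of at least 8% versus neutral control, with both replicates also reaching 8%; inconclusive means only one of the mean or replicate conditions met; inactive means mean below 8% and not both replicates reaching 8%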;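 further: cells transiently co-express mutant CFTR-F508del with the halide-sensitive YFP; corrector assay measuring rescue of mutant channel to the surface after 24 h compound exposure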
# PAX8 reporter: PAX8 transcriptional activity inhibition; inhibition, % at 12.6 µM; RMG-I TPO-luciferase reporter, SteadyGlo, 24 h; hit rate 1.2% among 360,000;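 active means mean replicate inhibition at least 60% with every replicate also reaching 60%; inconclusive means only one of the two criteria is met; inactive means mean below 60% and not all replicates reaching 60%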;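 further: luciferase light reporting Pax8 driven TPO promoter activity; plate controls were median of neutral control wells for no effect and mitoxantrone controls for full effect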
# GSIS activator: GLuc luminescence reporter in INS-1E cells, primary screen for activators of glucose-dependent secretion of insulin. INS-1E GLuc reporter insulin secretion, 2-3 h. activation, % at 16.6 µM. hit rate 0.61% among 370,000. AID 743287;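 active means lowest replicate activation of at least 40%, so every replicate reaches that level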;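 further: 0% = median of neutral control wells and 100% = median of IBMX positive control wells; some compounds called inactive have numbers as strong as hits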
# ERp5 inh: inhibitors of human ERp5. Q15084. ERp5 insulin aggregation, absorbance 650 nm, 90 min. inhibition, % at 9.99 µM. hit rate 0.05% among 350,000;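 active means mean replicate inhibition above about 25%, with every replicate also reaching it, limit read from the data, passing the limit was not always enough; inconclusive means only one of those two criteria met; inactive means neither criterion met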
# Target sequence (Q15084 whole entry, looked up): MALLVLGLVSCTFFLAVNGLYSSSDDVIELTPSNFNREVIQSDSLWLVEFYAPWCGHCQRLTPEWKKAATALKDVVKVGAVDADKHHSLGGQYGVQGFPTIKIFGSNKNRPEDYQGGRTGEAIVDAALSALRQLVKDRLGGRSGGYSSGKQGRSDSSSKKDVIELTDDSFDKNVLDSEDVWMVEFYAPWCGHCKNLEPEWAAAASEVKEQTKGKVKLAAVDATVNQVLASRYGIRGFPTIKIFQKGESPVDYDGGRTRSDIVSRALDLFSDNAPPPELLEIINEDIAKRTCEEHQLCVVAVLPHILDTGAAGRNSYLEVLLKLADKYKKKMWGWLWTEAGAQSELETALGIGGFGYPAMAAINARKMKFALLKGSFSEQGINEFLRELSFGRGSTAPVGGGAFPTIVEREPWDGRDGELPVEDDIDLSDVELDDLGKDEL
# EWS-Fli block: blocks EWS/Fli oncoprotein-driven transcription; A673 NR0B1-luciferase reporter, viability-normalised; inhibition, % at 12.6 µM; hit rate 0.67% among 350,000;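 active means mean inhibition of at least 50% after viability correction, with every replicate also passing that limit; inconclusive means mean reaches 50% but only one of two replicates passes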;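 further: firefly luciferase signal divided by Alamar Blue viability fluorescence both relative to DMSO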
# DENV2 CPE: protects cells from dengue virus 2 cytopathic effect | DENV2-infected cells, cytopathic effect rescue, plate reader | CPE inhibition, % at 9.99 µM | hit rate 1.7% among 350,000 | AID 651640; in the data active means CPE inhibition above about 20%, passing the limit was not always enough; inconclusive means no clear call, values can overlap the other calls; tested in BHK-21 cells;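 further: 0% = median of neutral control wells and 100% = median of positive control wells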
# XiGFP reactiv: reactivates the inactive X chromosome in mouse fibroblasts. activation, % at 7.58 µM. XiGFP mouse fibroblasts, % GFP-positive cells imaging, 3 d; cells co-treated with 5-aza-dC sensitizer; scaled so ellipticine positive control = 100%. hit rate 0.055% among 360,000;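 active means mean normalized replicate activation at least 10% and every replicate at or above 10%; inconclusive means only one of the two criteria met; inactive means mean below 10% and not all replicates reach 10%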;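 further: 0% = median of on-plate neutral control wells and 100% = ellipticine 6 µM median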
#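 System: 68-5-11 XiGFP fibroblast line | Buffer or medium: DMEM containing 5-aza-dC | Compound: Single point | Times: Compounds 3 days, fix/stain 15 min at room temperature | Benchmarks: Positive control ellipticine, 6 µM final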
# ARNT TACC3 PPI: disrupts binding between human ARNT and TACC3; AlphaScreen His-ARNT PAS-B/GST-TACC3 binding, luminescence; TACC3 fragment carries E629A point mutation; AID 623870; inhibition, % at 9.99 µM; hit rate 0.66% among 390,000;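 active means mean inhibition of replicates at least 50% and at least half of replicates each reaching 50%; inconclusive means half or more replicates reach 50% but mean below 50%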;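 further: 0% = complete ARNT plus TACC3 wells and 100% = ARNT alone without TACC3; many hits fall short of the cut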
# Numbers without * were called inactive; ? = inconclusive; . = not tested or not shown.
No.	smiles	EWS-Fli block	PAX8 reporter	ARNT TACC3 PPI	GSIS activator	ERp5 inh	F508del corr	DENV2 CPE	XiGFP reactiv
1	CCCCN(C(=O)CCCSc1nc2ccccc2[nH]1)c1c(N)n(Cc2ccccc2)c(=O)[nH]c1=O	.	3	-5	-5	-6	-2.4	3	0.0
2	COc1ccc(CCC(=O)O)c(O)c1	-18	.	28	4	6	-2.7	0	.
3	O=C(O)CS(=O)(=O)CC(=O)NCc1cccc(C(F)(F)F)c1	7	-7	.	-20	0	.	2	0.4
4	CCCCCCCCN1[C@@H](CC(=O)OC)c2cc(F)ccc2S1(=O)=O	7	-3	-16	-42	-3	-3.8	-18	0.0
5	O=[N+]([O-])c1cc(-c2nnc(Nc3ccccc3)c3ccccc23)ccc1N1CCOCC1	18	?	9	4	3	-4.5	-5	0.2
6	CO[C@H]1CN(C)C(=O)c2ccc(NC(C)=O)cc2OC[C@H](C)N(Cc2nccs2)C[C@H]1C	-6	.	-11	-2	6	-0.1	-2	0.5
7	O=C(CSc1nc(Nc2ccccc2)nc(N2CCOCC2)n1)Nc1ccc(Br)cc1F	.	4	-3	-1	-6	1.4	8	0.0
8	CC(C)CC#Cc1ccc([C@H]2[C@H]3CN(C(=O)Nc4ccc(F)cc4)CC(=O)N3[C@H]2CO)cc1	0	.	.	-25	-1	-0.6	-1	0.2
9	O=C(c1cc(F)ccc1F)C1CCCN(C(=O)CCc2cnccn2)C1 (configuration not stated)	0	-13	-14	11	-4	3.4	.	0.0
10	COc1cccc(NC(=S)NC(=O)Cc2ccc(Cl)cc2)c1	10	-3	-2	-32	-2	-0.7	-5	0.1
11	C[C@@H]1CN([C@@H](C)CO)C(=O)Cc2cc(NC(=O)c3ccncc3)ccc2O[C@H]1CN(C)Cc1ccc(C(F)(F)F)cc1	7	26	.	-11	.	3.0	.	-1.1
12	C[C@@H](NC(=O)C[C@H]1C[C@@H]2c3cc(N(C)C)ccc3O[C@@H]2[C@H](CO)O1)c1ccccc1	-2	-1	10	3	3	-0.3	10	-0.1
13	COc1ccc(-c2csc(NCCc3nc4cc(C(=O)NCCCO)ccc4n3Cc3ccc(C)cc3)n2)cc1	8	-78	-1	-7	7	-2.9	-3	0.0
14	CC(c1ccncn1)N(C)Cc1nc(Cc2ccccc2F)no1 (configuration not stated)	-8	-1	26	-6	1	1.9	-2	0.0
15	c1ccc(-c2ccccc2OCCCN2CCCCC2)cc1	2	-6	.	33	.	2.2	.	0.0
16	Cc1ccc(S(=O)(=O)CC(=O)N2CCN(c3ccc([N+](=O)[O-])cc3)CC2)cc1	15	3	-5	-5	-3	-1.2	4	0.3
17	CCOc1ccc(Nc2nc(N)nc(CSC(=S)N3CCOCC3)n2)cc1	-24	-18	12	.	-3	1.1	-9	0.0
18	O=C(NCC(=O)N1CCc2ccccc2C1)c1ccc(Cl)cc1Cl	-5	-26	-3	-6	2	-1.0	-6	0.1
19	CCCNC(=O)C1(C)CCN(Cc2noc(-c3ccccc3OC)n2)C1 (configuration not stated)	-3	2	.	3	-4	3.4	-4	0.1
20	COc1ccc(/C(C)=N/Nc2ncc(Cl)cc2Cl)c(O)c1	-7	20	-2	21	-1	7.4	-5	-0.1
21	COc1cc([C@@H]2c3cc4c(cc3[C@H](O)[C@H]3COC(=O)[C@H]23)OCO4)cc(OC)c1OC	72*	95*	1	.	1	-0.6	-4	1.3
22	Cc1c(NC(=O)c2cc3c(=O)n4ccccc4nc3s2)c(=O)n(-c2ccccc2)n1C	-8	25	6	7	1	-0.2	1	0.0
23	O=c1c(N2CCOCC2)coc2ccccc12	1	-8	-10	3	-3	0.7	-10	0.0
24	Cc1n[nH]c(C)c1CCNC(=O)C1CCC(=O)N(CCc2cccc(F)c2)C1 (configuration not stated)	1	10	-46	-1	-2	-4.4	-11	0.1
25	C[C@H]1CN([C@@H](C)CO)C(=O)c2cccc(NS(=O)(=O)c3ccc(F)cc3)c2O[C@@H]1CN(C)Cc1ccc(C(=O)O)cc1	5	.	-19	29	0	1.1	13	2.3
26	C[C@H](CO)N1C[C@H](C)[C@@H](CN(C)C(=O)Nc2ccc(C(F)(F)F)cc2)Oc2c(NC(=O)Cc3ccccc3)cccc2C1=O	7	3	-1	-37	2	-2.5	-23	0.1
27	CCCNC(=O)N[C@H]1CC[C@H](CC(=O)NC2CCC2)O[C@@H]1CO	1	-13	.	6	.	-1.9	.	0.1
28	Cc1ccc(CNC(=O)COc2cccc3c2OC(C)(C)C3)cc1	2	.	-3	24	-2	0.4	?	0.4
29	C/C(=C/Cc1c(O)cc2oc(C)cc(=O)c2c1O)COC1OC(CO)C(O)C(O)C1O (configuration not stated)	-5	16	1	.	1	2.8	2	0.0
30	CCNC(=O)C1CCCN(Cc2ccc(OCc3ccccc3)cc2)CC1 (configuration not stated)	-33	-11	.	-29	10	-7.1	-11	-0.1
31	O=C(CNc1cccc(S(=O)(=O)N2CCCC2)c1)Nc1ccc(F)cc1F	-1	15	-1	-2	-5	-2.3	-4	0.0
32	C[C@@H]1CN([C@@H](C)CO)C(=O)c2cc(NC(=O)Nc3ccc(F)cc3)ccc2O[C@@H](C)CCCCO[C@@H]1CN(C)Cc1ccc(C(=O)O)cc1	-1	-14	-3	14	0	-2.5	-5	-1.2
33	O=C(c1ccncc1)N1CC2(C1)[C@H](c1ccccc1)[C@H](CO)N2C(=O)c1ccncc1	3	.	.	13	2	-1.4	-16	0.3
34	Cc1ccc(C(C)NC(=O)c2cccs2)cc1 (configuration not stated)	2	-10	-4	17	5	1.0	0	0.0
35	CC(=O)Nc1ccc(NC(=O)C(C)c2cccc(C(=O)c3ccccc3)c2)cc1 (configuration not stated)	.	-7	5	27	.	.	.	0.0
36	CC(=O)Nc1cccc(NC(=O)c2cccc(Cl)c2)c1	-22	-33	.	9	-4	-5.7	-4	0.1
37	Cc1ccc(CCNC(=O)CSCc2ccc(F)cc2)cc1	-8	-5	-1	-29	7	-2.3	-5	0.0
38	CC(=O)Nc1cccc(-c2ccnc3c2CC(C(=O)NCCC(F)(F)F)O3)c1 (configuration not stated)	0	33	.	1	-1	-2.5	1	0.3
39	Nc1oc2ccc(F)cc2c(=O)c1C=O	.	0	-1	2	.	.	.	0.0
40	CCOC(=O)c1nnc(-c2ccccc2)nc1N1CCSCC1	-11	16	-12	6	3	3.1	-6	0.1
41	CCc1nnc(NS(=O)(=O)c2ccc(NC(=O)c3cccc([N+](=O)[O-])c3)cc2)s1	.	-20	4	6	4	0.1	-4	-0.1
42	COc1ccccc1N1CC(C(=O)Nc2ccc(C)c(S(=O)(=O)N3CCOCC3)c2)CC1=O (configuration not stated)	0	-5	2	-11	7	0.2	5	0.0
43	Cc1ccc(S(=O)(=O)Nc2nc(-c3ccc(F)cc3)cs2)cc1	-8	1	2	-13	4	0.2	1	-0.1
44	COCCN(Cc1ccccc1)C(=O)Cc1ccc(OC)c(S(=O)(=O)N2CCOCC2)c1	-7	-24	0	0	-7	0.5	1	0.5
45	Cc1cccc(OCC(=O)NCCCNC(=O)c2cccnc2)c1	-7	0	-1	-5	4	-6.4	-5	-0.1
46	Cc1ccc(C(=O)O)cc1-c1ccc(/C=C2\SC(=O)N(CC(=O)Nc3ccc4c(c3)OCO4)C2=O)o1	.	-1	-11	-6	3	0.8	15	0.3
47	Cn1cccc1/C=C1\SC(=Nc2ccccc2)NC1=O	40	-25	3	7	2	15*	-2	0.3
48	C/C=C/c1ccccc1[C@@H]1[C@@H](C#N)N(C(=O)c2cccnc2)[C@@H]1CO	2	1	.	12	-5	-2.0	15	0.0
49	Cc1cc(C)n(-c2ccc(Cl)c(C(=O)Nc3ccc(OC(F)(F)F)cc3)n2)n1	.	-6	-7	29	.	.	.	-0.1
50	C[C@H](CO)N1C[C@H](C)[C@H](CN(C)Cc2ccccc2)OCCCC[C@H](C)Oc2ccc(NS(=O)(=O)c3cn(C)cn3)cc2C1=O	1	-8	-2	15	4	-1.5	6	0.0
51	COC(=O)c1c(C)[nH]c(C(=O)N2CCN(c3ccc(OC)cc3)CC2)c1C	3	19	.	-6	-3	-1.5	-2	0.0
52	CN(C)CCNC(=O)C(=O)Nc1cc2c3c(c1)CCN3C(=O)CC2	2	-21	0	4	4	-0.9	13	0.3
53	CCOC(=O)c1cnc2ccc(C(=O)OC)cc2c1Nc1cccc(C(=O)O)c1	16	2	-1	11	-5	-5.7	-2	0.3
54	C[C@@H]1CN([C@H](C)CO)C(=O)Cc2cc(NC(=O)c3ccncc3)ccc2O[C@@H]1CN(C)S(=O)(=O)c1ccc(F)cc1	-7	-4	-10	10	-7	2.4	-1	0.0
55	Cc1ccc(C)n1-c1sc2c(c1C(=O)O)CCCC2	8	-12	3	-4	0	-4.1	-3	0.0
56	Oc1cccc2c3c(oc12)CCCC3	-5	12	.	-1	2	0.3	-3	0.4
57	CC(C)C[C@H]1CN(CCCC[C@H]2CNC(=O)C(=O)N2CC2CCCCC2)C(=O)C(=O)N1CCC1CCCCC1	-7	-5	.	-1	7	-2.1	-7	-0.1
58	COc1cccc(NC(=O)N(C)C[C@@H]2OCc3cn(nn3)CCCC(=O)N([C@@H](C)CO)C[C@@H]2C)c1	3	5	.	-1	.	-1.8	.	0.0
59	N#Cc1cccc(-c2ccc3c(c2)[C@H]2[C@H](CCN2C(=O)c2ccc4c(c2)OCO4)[C@@H](CO)N3)c1	11	2	0	0	5	-2.5	0	0.2
60	O=C(CN1CCOCC1)N1CC2(C1)[C@H](c1ccccc1)[C@H](CO)N2Cc1ccc(F)cc1	7	-5	.	-3	-3	-0.9	16	0.2

# (next part)
No.	smiles	EWS-Fli block	PAX8 reporter	ARNT TACC3 PPI	GSIS activator	ERp5 inh	F508del corr	DENV2 CPE	XiGFP reactiv
61	CCN(CC)CCOC(=O)c1ccc(NC(=O)CNC(=O)C2CCCCC2)cc1	.	-4	6	3	.	.	.	-0.1
62	C[C@@H]1CN([C@@H](C)CO)C(=O)c2cccc(N(C)C)c2O[C@@H]1CN(C)Cc1ccc(Oc2ccccc2)cc1	-2	12	.	-9	2	0.3	12	-1.1
63	COc1ccccc1CCNC(=O)C1CCC(=O)N(C2CC2)C1 (configuration not stated)	-12	17	0	30	2	-4.8	12	0.3
64	OCC[C@@H]1C[C@H](O)[C@@H](O)[C@]2(CCc3ccccc3O2)O1	-7	13	1	-3	-5	4.8	10	0.0
65	Cc1ccc(-n2c(C)nnc2SCC(=O)N2CCc3ccccc3C2)cc1	4	10	5	-11	0	0.4	-7	0.0
66	CC(C)CC(=O)N(c1ccc(F)cc1)C1C=CS(=O)(=O)C1 (configuration not stated)	6	.	-1	2	6	-2.8	0	.
67	Cn1ccc(=S)c2ccccc21	1	16	-5	-1	2	0.0	4	0.0
68	CCOC(=O)C1=C(N)N(c2ccc(C)cc2)C2=C(C(=O)CCC2)C1c1cccs1 (configuration not stated)	1	5	-4	-18	0	.	1	0.1
69	Cc1ccc(S(=O)(=O)NCCCCCCNS(=O)(=O)c2ccc(C)cc2)cc1	7	50	.	-14	0	-0.2	-2	0.1
70	Cc1ccccc1C(=O)Nc1cccc(C(=O)N/N=C/c2cc(Cl)cc([N+](=O)[O-])c2O)c1	5	-2	52*	-3	1	3.3	0	0.0
71	CC1(C(=O)NCc2ccccc2)CSCC(=O)N1CCc1c[nH]c2ccccc12 (configuration not stated)	5	12	.	-11	3	3.1	-5	0.1

# Outcome played no part in choosing rows, and some 4.2% of all compounds hit somewhere here.
